# From PubChem
# BRCT inh green: inhibitors of human BRCA1 BRCT-phosphoprotein interaction (green fluorophore). BRCA1 BRCT-phosphopeptide binding, green fluorescence polarization. Potency, µM (top dose mostly 76.9 µM), for inactives: at the top dose activity change, negative = inhibition, most hits filed as inhibitors. 75,000 compounds, 0.05% hits;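 further: potency means the concentration at half of the fitted maximal effect; plate controls were peptide without protein for full effect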
# Target sequence (P38398 whole entry, looked up): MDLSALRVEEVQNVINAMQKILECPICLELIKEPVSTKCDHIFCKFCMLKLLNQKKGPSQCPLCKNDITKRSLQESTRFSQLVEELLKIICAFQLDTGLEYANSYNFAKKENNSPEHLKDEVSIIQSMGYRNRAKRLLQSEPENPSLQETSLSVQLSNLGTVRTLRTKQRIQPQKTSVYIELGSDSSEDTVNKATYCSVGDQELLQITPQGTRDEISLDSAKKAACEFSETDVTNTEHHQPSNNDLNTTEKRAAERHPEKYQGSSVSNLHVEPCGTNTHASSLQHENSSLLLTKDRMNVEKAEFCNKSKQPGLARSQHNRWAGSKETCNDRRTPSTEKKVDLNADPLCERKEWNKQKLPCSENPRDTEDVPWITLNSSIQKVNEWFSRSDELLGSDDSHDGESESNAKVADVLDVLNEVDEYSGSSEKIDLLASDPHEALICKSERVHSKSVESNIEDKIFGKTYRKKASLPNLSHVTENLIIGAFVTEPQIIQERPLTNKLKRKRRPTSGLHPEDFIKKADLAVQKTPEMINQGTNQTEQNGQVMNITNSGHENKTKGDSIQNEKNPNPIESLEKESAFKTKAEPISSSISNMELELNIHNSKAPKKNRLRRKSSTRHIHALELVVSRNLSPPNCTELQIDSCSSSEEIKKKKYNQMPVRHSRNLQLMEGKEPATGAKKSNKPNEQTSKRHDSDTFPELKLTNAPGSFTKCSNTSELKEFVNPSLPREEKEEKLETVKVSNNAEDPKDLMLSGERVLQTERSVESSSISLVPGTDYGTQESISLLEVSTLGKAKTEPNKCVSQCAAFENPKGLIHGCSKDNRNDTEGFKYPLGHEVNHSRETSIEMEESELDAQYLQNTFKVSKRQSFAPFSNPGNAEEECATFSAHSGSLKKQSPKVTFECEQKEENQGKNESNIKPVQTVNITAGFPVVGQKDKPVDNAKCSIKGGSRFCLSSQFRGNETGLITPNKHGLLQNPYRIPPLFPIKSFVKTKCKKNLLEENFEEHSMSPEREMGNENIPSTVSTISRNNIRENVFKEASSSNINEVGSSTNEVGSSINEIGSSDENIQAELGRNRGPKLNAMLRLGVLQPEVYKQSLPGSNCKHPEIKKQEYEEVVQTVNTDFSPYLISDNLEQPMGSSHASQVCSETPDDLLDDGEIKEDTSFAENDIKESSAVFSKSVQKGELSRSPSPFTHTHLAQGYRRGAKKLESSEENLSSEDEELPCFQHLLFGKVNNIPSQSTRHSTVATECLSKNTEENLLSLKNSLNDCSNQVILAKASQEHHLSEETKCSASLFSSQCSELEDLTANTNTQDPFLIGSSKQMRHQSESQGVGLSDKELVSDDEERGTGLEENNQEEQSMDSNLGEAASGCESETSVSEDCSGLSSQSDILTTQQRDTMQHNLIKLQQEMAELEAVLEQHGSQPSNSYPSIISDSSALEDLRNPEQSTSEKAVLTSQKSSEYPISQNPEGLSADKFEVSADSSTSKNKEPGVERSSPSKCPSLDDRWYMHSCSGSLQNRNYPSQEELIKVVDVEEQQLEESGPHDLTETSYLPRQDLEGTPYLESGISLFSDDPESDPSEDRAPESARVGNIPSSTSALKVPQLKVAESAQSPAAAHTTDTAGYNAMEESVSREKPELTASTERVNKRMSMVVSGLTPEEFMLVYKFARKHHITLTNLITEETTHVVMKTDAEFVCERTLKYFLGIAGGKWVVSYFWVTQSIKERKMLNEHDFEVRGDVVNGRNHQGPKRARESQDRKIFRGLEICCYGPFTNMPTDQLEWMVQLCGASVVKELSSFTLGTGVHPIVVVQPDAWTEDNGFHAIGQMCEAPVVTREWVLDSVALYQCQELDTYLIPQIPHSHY
#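 Fluorescence polarization: His-tagged BRCT (~35 kDa BRCA1 C-terminus, 250 nM) bound to 100 nM fluorescein-labeled phosphorylated 10-aa BACH1 peptide, pH 7.3 phosphate buffer with DTT and Tween 20. Compounds incubated 12 min at room temperature; inhibition read as lowered polarization.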
# UbGFP stabilizer: ubiquitin-GFP accumulation via proteasome inhibition. 67,000 tested, under 10 active. AID 526. Potency, µM (series often up to 45.9 µM), for inactives: top-dose activation (GFP accumulation), hits mostly activators. Ubiquitin-GFP reporter cells, proteasome inhibition, GFP fluorescence; response scale: untreated = 0%, 10 µM MG-132 = 100%; active means well fitted activation curve with a large enough effect, not every such curve was filed as active; inconclusive means small, poorly fitted or top-dose-only effect, or another doubt; inactive means no such curve, though single readings can be large or run the other way; further: potency means the concentration at half of the fitted maximal effect
#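 Reporter cells (U2OS, ubiquitin-G76V-GFP fusion) are plated overnight, then treated 4 hr at 37 °C with compound titrations from 46 uM down to 2.9 nM. Activity is scaled against untreated cells and 10 uM MG-132.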
# GFP derepression: derepresses silenced GFP locus in mouse C127i cells. Potency, µM (highest dose often 46.1 µM), inactives show top-dose GFP derepression (activation). mouse C127i GFP locus derepression, cytometry, 30 h. 68,000 compounds, 0.09% hits; further: % of control where 0% means no effect
#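 Locus derepression in mouse mammary C127i cells whose integrated CMV-GFP reporter is normally silent; GFP expression after 30 h compound treatment was quantified by counting fluorescent cells.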
# Hsp90 Hop PPI: changes Hsp90-Hop TPR2A binding signal, up or down | AlphaScreen TPR2A-His6 binding biotin-Hsp90 C-terminal peptide | Potency, µM (titrated, usually from 57 µM), without a hit: at the highest dose activity change, negative = inhibition | 71,000 compounds, 0.44% hits; active means well fitted curve in either direction with a large enough effect; inconclusive means small, poorly fitted or top-dose-only effect, or another doubt; further: potency means the concentration at half of the fitted maximal effect; on the % scale 0 is the no-effect control and ±100 the full control effect; many of its hits are not listed in these tables
# 15-hLO inh: 15-hLO (ALOX15) enzyme inhibition; Potency, µM (titrated, usually from 57.1 µM), without a hit: at the highest dose activity change, negative = inhibition, most hits filed as inhibitors; purified 15hLO-1, xylenol orange hydroperoxide absorbance; P16050; 74,000 compounds, 1.4% hits; further: potency means the concentration at half of the fitted maximal effect; on the % scale 0 is the no-effect control and ±100 the full control effect; nearly all actives have a fitted effect of over 55% in size
#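 Purified human 15hLO-1 (40 nM) in 25 mM Hepes pH 7.5, 0.01% Triton X-100, preincubated 15 min RT with compound, then 50 uM arachidonic acid for 6 min. Hydroperoxide read by ferrous/xylenol orange, 30 min; 573/405 nm absorbance ratio gave progress.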
# CRE-bla Fsk: modulators of forskolin-stimulated CRE signaling in CHO cells. CHO CRE-bla reporter (cAMP response element driving beta-lactamase), forskolin EC10, beta-lactamase ratio. 71,000 compounds, 2.5% hits. Potency, µM (highest dose often 38.2 µM), for inactives: top-dose activity change, negative = inhibition, most hits filed as activators. AID 662; active means well fitted activation curve with a large enough effect in the signal ratio, with a control signal flat, not every such curve was filed as active; inconclusive means small, poorly fitted or top-dose-only effect, or effect the other way, or a change in a side signal; the % refers to the signal ratio; further: potency means the concentration at half of the fitted maximal effect; % of control where 0% means no effect
#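 Using CellSensor CRE-bla CHO cells in Opti-MEM with 0.5% dialyzed FBS, compounds were titrated with EC10 NKH 477 for 3 h at 37 °C. CCF4 ratio (460/530 nm) gave %Activity; AC50 derived.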
# HADH2 inhib: inhibitors of human HADH2 dehydrogenase; 73,000 compounds, 3.4% hits; recombinant HADH2, NADH fluorescence, beta-hydroxybutyryl-CoA; Q99714; AID 886; Potency, µM (titrated, usually from 57.1 µM), for the others: at the top dose activity change, negative = inhibition, most hits filed as inhibitors; further: potency means the concentration at half of the fitted maximal effect; on the % scale 0 is the no-effect control and ±100 the full control effect; nearly all actives have a fitted effect of over 60% in size; many of its hits are not listed in these tables
#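 Buffer 100 mM Tris-HCl pH 9.0/0.01% Tween-20; HADH2 20 nM; NAD+ 1 mM; beta-hydroxybutyryl-CoA 90 uM (all final). 15 min cpd preincubation, RT.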
# USP2a inhib: inhibitors of human ubiquitin-specific protease USP2a; O75604; USP2a enzymatic assay, qHTS inhibition; Potency, µM (top dose mostly 38.3 µM), inactives show at the highest dose activity change, negative = inhibition, hits mostly inhibitors; 60,000 compounds, 0.1% hits; AID 927;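 further: potency means the concentration at half of the fitted maximal effect; nearly all actives have a fitted effect of over 60% in size; plate controls were DMSO for no effect and NEM full inhibition control for full effect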
#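 Inhibition is measured in a cell-free coupled assay with 20 nM USP2 core, 20 nM Ub-PLA2 and 20 uM NBD C6-HPC, 2.5 h incubation. Activity normalized to NEM control.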
# DNA Pol III inh: blocks replication by bacterial DNA polymerase III holoenzyme. reconstituted DNA polymerase III holoenzyme replication, biochemical. Potency, µM (doses to about 57.1 µM), without a hit: at the highest dose activity change, negative = inhibition. 71,000 compounds, 0.25% hits; further: potency means the concentration at half of the fitted maximal effect; on the % scale 0 is the no-effect control and ±100 the full control effect
#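 Reconstituted *E. coli* holoenzyme (0.35 nM Pol III, 1 nM beta, 154 nM SSB, 2 nM primase) was preincubated with compound for 15 min at RT. Synthesis on 1.4 nM ssM13Gori ran 35 min, then was stopped with PicoGreen/EDTA and read as dsDNA fluorescence.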
# HBB splicing: hemoglobin beta splicing modulation. 65,000 compounds, 0.06% hits. AID 925. HBB splicing reporter cell assay, activation; EGFP reporter with mutant IVS2-654 intron; response scale: normalised to 500 nM splice-correcting PNA. Potency, µM (top dose mostly 46.1 µM), without a hit: at the highest dose activation, most hits filed as activators; further: potency means the concentration at half of the fitted maximal effect; 0% is about no effect
#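 Compounds were applied for 2 days to HeLa EGFP-654 cells, 500/well in Optimem with 2% FCS. The reporter's EGFP is disrupted by mis-splicing of beta-globin intron IVS2-654. Readout: summed well GFP fluorescence from 488 nm laser scanning; reference was 500 nM antisense […] 654 PNA.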
# BRCT inh red: disrupts BRCA1 BRCT binding to phosphoprotein, red fluorophore readout; P38398; BRCT-phosphopeptide binding, red fluorescence polarization; Potency, µM (titrated, usually from 76.9 µM), inactives show at the highest dose activity change, negative = inhibition, hits mostly inhibitors; 75,000 compounds, 0.03% hits; further: on the % scale 0 is the no-effect control and ±100 the full control effect
#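 Rhodamine-labelled pBACH1 10-mer (100 nM) bound to BRCT domain (100 nM) at pH 7.3; compounds incubated 12 min room temperature, polarization read. Free peptide defines full inhibition; unlabelled decapeptide titrated as control.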
# Numbers without * were called inactive; ? = inconclusive; · = no result given; [ ] = remark or other dose. Unless noted, the call rests on the fitted dose curve; in most records, active means well fitted curve in the direction sought with a large enough effect; inconclusive means small, poorly fitted or top-dose-only effect, or another doubt; inactive means no such curve, though single readings can be large; an effect the other way counts as inactive or inconclusive. Only part of the results is shown; rates above refer to the full screens.
SMILES,BRCT inh green,UbGFP stabilizer,GFP derepression,Hsp90 Hop PPI,15-hLO inh,CRE-bla Fsk,HADH2 inhib,USP2a inhib,DNA Pol III inh,HBB splicing,BRCT inh red
O=[N+]([O-])c1ccc(CSc2ncnc3c2ncn3[C@@H]2O[C@@H](CO)[C@@H](O)[C@H]2O)cc1,-2.9%,-3%,0%,-7%,0%,-6%,-5%,4%,3%,-0.4%,-1.3%
CC1CCN(c2nc3c(c(=O)n(C)c(=O)n3C)n2CCSc2ncccn2)CC1,-1.4%,6%,·,-6%,-26%,21%,?,·,2%,-1.6%,-2.4%
COc1ccc2c(c1)C(C)CC(C)(C)N2C(=O)CSc1ncn[nH]1 (configuration not stated),-3.0%,2%,-3%,-1%,3%,5%,13%,4%,-4%,·,-0.2%
Cc1cc(C)nc(N2CCC(C(=O)NC3CCCc4ccccc43)CC2)n1 (configuration not stated),-0.7%,-3%,0%,-1%,-3%,?,27%,3%,-2%,1.5%,0.2%
COc1cc(C(=O)N(C)c2nnc(-c3cccnc3)s2)cc(OC)c1OC,-1.6%,2%,3%,-1%,-4%,9%,26%,-9%,-2%,·,-0.8%
O=C(CN1CCN(c2cccc(Cl)c2)CC1)N1CCCC1,0.1%,-1%,3%,0%,-2%,-13%,0%,6%,-3%,-0.2%[57.5 µM],-0.8%
CC1(C)CC(=O)c2cnc(NC(=O)c3ccco3)nc2C1,0.3%,·,0%,-3%,12%,2%,-6%,0%,1%,3.1%[0.369 µM],-0.4%
CC(C)=CCC/C(C)=C/CO/N=C1/C[C@@H](O)[C@@H](O)[C@@H]2[C@@H]3C(=O)N(C(C)(C)C)C(=O)[C@H]3CC[C@@H]12,-0.2%[15.4 µM],·,·,·,3%[11.4 µM],·,8%[11.4 µM],·,·,-0.1%[9.22 µM],1.1%[15.4 µM]
Cc1nc(=O)c(-c2ccccc2)c(C)n1-c1ccccc1C(=O)O,-2.6%,-1%,0%,-4%,3%,-6%,-2%,-2%,3%,-0.4%,0.3%
CC(C)N(C(=O)NC(=O)NCC1CCCO1)S(C)(=O)=O (configuration not stated),-1.8%,12%,2%,1%,5%,-1%,1%,0%,-2%,0.6%,0.2%
Cc1ccc(C(C)C)c(OCCn2c(=O)oc3ccccc32)c1,0.5%,0%,2%,26%,-17%,6%,0%,-20%,-2%,-1.8%,0.6%
C=CCn1c(SCc2csc(C)n2)nc2sc3c(c2c1=O)CCCCC3,-2.0%,1%,-2%,5%,-10%,?,-1%,8%,2%,-0.4%,-0.4%
COC(=O)CCCCCNc1ccc(C(=O)OC)cc1N,5.2%,-1%,3%,-13%,-3%,9%,-16%,-9%,0%,9.3%[0.369 µM],1.6%
COc1ccc(S(=O)(=O)Nc2cc(C)c(O)c(S(=O)(=O)c3ccccc3)c2)cc1,-0.3%,-6%,-2%,7%,-21%,7%,-6%,11%,-2%,0.7%,-1.7%
CS(=O)(=O)Nc1nnc(Cc2ccccc2)s1,0.6%,5%,3%,-3%,4%,-7%,?,-4%,-3%,2.4%,-0.2%
CCCOc1ccc(CC(=O)NCc2ccco2)cc1OC,1.9%,-6%,-3%,-3%,0%,-5%,?,10%,-1%,-0.8%,-1.1%
CCS(=O)(=O)N1CCC(C(=O)NCc2ccccn2)CC1,-0.9%,7%,-2%,?,25%,?,-3%,1%,3%,-0.4%,-1.2%
COC(=O)N1CCC[C@@]2(CCN(Cc3cc(C(F)(F)F)cc(C(F)(F)F)c3)C2)C1,-0.8%,-5%,0%[9.22 µM],-1%,9%,-6%,-8%,-5%,-8%,2.8%,-0.2%
O=C(CSc1nnc2scc(-c3ccc(Cl)cc3)n12)NCc1ccc2c(c1)OCO2,1.3%,0%,2%,-4%,-2%,?,34%[activator],15%,-4%,2.5%,1.3%
CN1CCN(CCCn2cnc3c(=O)oc4ccccc4c32)CC1,1.3%,16%,-3%,-5%,-7%,?,-2%,1%,-4%,-0.8%,-3.1%
Cn1c(=O)[nH]c(=O)c2c1nc(NCc1ccccc1)n2CCCc1ccccc1,-1.4%,·,-4%,-6%,-8%,?,-3%,10%,0%,2.4%[0.369 µM],0.3%
COC(=O)C1=C(CSc2nncn2C)NC(=O)NC1c1cc(C)ccc1C (configuration not stated),4.0%,-4%,6%,-5%,3%,3%,?,3%,-2%,1.6%,0.1%
CC(=O)c1ccc(S(=O)(=O)N(Cc2cc3cc4c(cc3[nH]c2=O)OCCO4)CC2CCCO2)cc1 (configuration not stated),1.1%,9%,-1%,-1%,0%,3%,-2%,4%,0%,·,-0.1%
Nc1ccccc1NC(=O)c1ccccc1N,-1.7%,-1%,1%,-1%,6%,?,2%,-5%,6%,-0.5%,1.2%
CC(C)C[C@H](N)c1nnc(S(=O)(=O)Cc2cccc(F)c2)o1,-1.0%,5%,4%,-2%,-4%,?,?,3%,-4%,-6.7%[0.369 µM],-0.2%
# Next compounds follow:
SMILES,BRCT inh green,UbGFP stabilizer,GFP derepression,Hsp90 Hop PPI,15-hLO inh,CRE-bla Fsk,HADH2 inhib,USP2a inhib,DNA Pol III inh,HBB splicing,BRCT inh red
Clc1c(-c2nnc3n2CCCCC3)sc2ccccc12,-2.4%,0%,1%,-2%,1%,-3%,12%,-22%,3%,-2.0%,0.2%
Cc1ccc(-c2csc(N(CC3CCCO3)C(=O)c3ccco3)n2)cc1 (configuration not stated),-3.5%,1%,-2%,8%,?,9%,1%,?,-6%,3.7%,-0.6%
CC1CCCC(C)N1c1nnc(N)s1 (configuration not stated),-2.6%,-12%,·,-3%[2.3 µM],-3%,-1%,17%,·,1%,0.0%,0.3%
N#Cc1c(N)c(C(=O)c2ccc(Br)cc2)n2c1CCC2,0.4%,10%,-2%,-4%,-2%,4%,-2%,4%,-9%,0.1%,-1.3%
CC(=O)c1cccc(N(CC(=O)N2CCCC2)S(C)(=O)=O)c1,-1.3%,-2%,-3%,-2%,9%,2%,7%,-3%,-2%,-0.4%,0.1%
O=C1CCCc2c1cc(C(=O)NCc1ccco1)c(=O)n2-c1ccc(Cl)cc1,0.9%,6%,0%,-6%,5%,-11%,-10%,18%,-6%,·,0.6%
NC(=O)c1c(C(F)(F)F)cc(-c2ccccc2)nc1NCCO,1.3%,0%,11%,-7%,-18%,16%,8%,19%,10%,1.2%,0.3%
Cc1nc(N2CCc3ccccc32)[nH]c(=O)c1CCC(C)C,-2.0%,-6%,6%,-4%,9%,2%,6%,-3%,-6%,-1.1%,1.0%
CCc1c(C)c2ccc(OCC(=O)OC)cc2oc1=O,-0.6%,1%,10%,0%,-4%,24%,32µM*,0%,-3%,3.2%,-1.0%
C=C(C)Cn1c(CNC(C)=O)nc2ccccc21,-1.0%,6%,·,-1%,-6%,-8%,-1%,·,-4%,0.0%,-0.8%
COC(=O)c1sc2ccccc2c1N,-0.6%,3%,0%,5%,?,-7%,25µM*,·,-4%,-1.2%,-1.0%
CC(=O)N1CCc2cc(S(=O)(=O)CCC(=O)Nc3cccc(F)c3)ccc21,1.4%,-4%,1%,-2%,0%,17%,-5%,3%,-1%,-2.0%,1.5%
Cc1ccc(OCC(=O)N(Cc2ccc(N(C)C)cc2)C2CCS(=O)(=O)C2)cc1 (configuration not stated),-1.7%,18%,-4%,-9%,-4%,-3%,6%,17%,14%,-2.7%[1.84 µM],0.2%
O=C(O)[C@H]([C@H]1NCCS1)N1Cc2ccccc2C1,-1.5%[15.4 µM],3%[9.17 µM],-3%[9.22 µM],2%[11 µM],1%[11.4 µM],7%[7.6 µM],8%[11.4 µM],·,-11%[11.4 µM],4.6%[9.22 µM],0.4%[15.4 µM]
